CaV13 FRET inh – Disruptors of the CACNA1D IQ motif to Ca2+-dependent inactivation inhibitor domain association, primary screening, Förster resonance energy transfer in intact living …; inhibition, % at 12.3 µM; 340,000 compounds, 0.098% hits; HEK cells, CFP/YFP FRET ICDI-IQ, plate reader, 10 min; percent FRET-ratio fall versus neutral wells;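 active = mean replicate inhibition of at least 30% and at least 1% of replicates passing that level; inconclusive = only one of the two criteria is met; inactive = neither criterion is met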;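 also: 0% = median of the neutral control wells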
ABCB6 inh MLPCN – inhibitors of human ABC transporter ABCB6; Q9NP58; K562-ABCB6 porphyrin accumulation, flow cytometry, 1 h; active compounds read low; fluorescence ratio to DMSO, % at 10 µM; 360,000 compounds, 0.19% hits;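 active = fluorescence ratio to DMSO below 75%, the collection mean minus 3 SD; inconclusive = too few cells collected in the well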;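 also: signal is porphyrin accumulated inside mitochondria; 100% equals median channel fluorescence of DMSO control wells; lower ratio means ABCB6 inhibition with less porphyrin fluorescence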
Cardio protect – protects H9c2 cardiomyocytes from peroxide injury. H2O2 injury protection, ATPLite, 2 h. protection from H2O2 cell death, % at 20 µM. 360,000 compounds, 0.63% hits. AID 588492;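 active = compounds giving at least 50% protection of heart cells from peroxide-induced death in the single-dose screen, raw or plate-pattern-corrected value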;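 also: 0% = DMSO wells with peroxide and 100% = DMSO wells without peroxide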
Exocytosis inh – lytic granule exocytosis inhibition; AID 651702; TALL-104 LAMP-1 surface exposure, flow cytometry; cells stimulated with thapsigargin and PMA; inhibition, % at 10 µM; 360,000 compounds, 0.66% hits;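 active = inhibition above about 55%, limit read from the data; inconclusive = no clear call, values can overlap the other calls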
Vif imaging – blocks HIV Vif function; HEK293T cells, Vif self-association by quenched fluorescence, imaging, 24 h; inhibition, % at 7.49 µM; 340,000 compounds, 0.35% hits; AID 602346; in the data active = inhibition above about 50%, passing the limit was not always enough; inconclusive = no clear call, values can overlap the other calls; inactive = below about 31%; also: some results filed as inactive read as strong as hits
aDG glyco act – increases alpha dystroglycan glycosylation; Pro5-aDG cells, alpha-DG glycosylation AlphaScreen (IIH6); 0% Pro5, 100% B10-LARGE cell signal; activation, % at 10 µM; 360,000 compounds, 0.22% hits; AID 624168;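 active = activation of at least 8% versus controls, or a plate z-score of at least 8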;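 also: Pro5 are CHO cells carrying HIG-tagged alpha-DG that lacks glycosylation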
hiPSC survival – increases survival of single human iPS cells | 360,000 compounds, 0.044% hits | hiPSC single-cell survival, ATPlite luminescence; 100% = ROCK inhibitor wells, 0% = DMSO | survival enhancement, % at 20 µM; in the data active = survival enhancement above about 18%;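 also: cells exposed to compounds for 16 hours before the ATP read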
HTR2A ag – mouse HTR2A agonism via beta-arrestin recruitment | 360,000 compounds, 0.66% hits | activation, % at 7.6 µM | CHO-K1 mHTR2A beta-arrestin complementation, luminescence; percent of 30 µM serotonin response;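 active = activation above a run cutoff, the mean activation of all tested compounds plus 3 SD, cut at about 14% in these data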;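 also: 0% = plate median of compound wells and 100% = 30 µM serotonin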
Target sequence (P35363 whole entry, looked up): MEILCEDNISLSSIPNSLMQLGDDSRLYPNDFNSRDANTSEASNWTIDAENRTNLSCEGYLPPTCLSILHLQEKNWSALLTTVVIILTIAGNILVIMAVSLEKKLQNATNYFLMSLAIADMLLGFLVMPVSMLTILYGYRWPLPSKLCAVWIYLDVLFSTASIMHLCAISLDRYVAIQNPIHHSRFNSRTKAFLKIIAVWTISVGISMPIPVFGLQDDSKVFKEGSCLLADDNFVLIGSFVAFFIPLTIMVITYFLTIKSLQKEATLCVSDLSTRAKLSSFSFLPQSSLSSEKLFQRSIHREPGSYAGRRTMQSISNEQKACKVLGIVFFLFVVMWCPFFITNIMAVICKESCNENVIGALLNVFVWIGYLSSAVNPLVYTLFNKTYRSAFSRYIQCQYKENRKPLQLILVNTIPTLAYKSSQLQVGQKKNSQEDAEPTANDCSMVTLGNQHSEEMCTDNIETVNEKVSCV
N-glyco inh – blocks N-linked glycosylation in D54 reporter cells; D54 ERlucT glycosylation luciferase reporter, 24 h; percent of 100 nM tunicamycin response; AID 588692; 360,000 compounds, 0.23% hits; reporter increase, % at 12.5 µM;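 active = mean luciferase reporter signal, scaled so untreated is 0 and the glycosylation-blocking control 100, at or above a set limit in every replicate; inconclusive = mean reaches the limit but not every replicate does; inactive = mean below the limit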;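 also: luciferase carries N-glycosylation sites so blocking glycosylation raises the light; 0% = median of neutral control wells and 100% = median of 100 nM tunicamycin wells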
PDI inh – blocks human protein disulfide isomerase activity. P07237. PDI insulin aggregation turbidity, A650, 90 min. inhibition, % at 10 µM. 350,000 compounds, 0.052% hits. AID 588391;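 active = mean inhibition across replicates of 30% or more, whatever share of single replicates reach that level; inconclusive = mean inhibition below 30% while every single replicate reaches 30%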;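 also: absorbance from insulin aggregation driven by PDI reduction with DTT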
Target sequence (P07237 whole entry, looked up): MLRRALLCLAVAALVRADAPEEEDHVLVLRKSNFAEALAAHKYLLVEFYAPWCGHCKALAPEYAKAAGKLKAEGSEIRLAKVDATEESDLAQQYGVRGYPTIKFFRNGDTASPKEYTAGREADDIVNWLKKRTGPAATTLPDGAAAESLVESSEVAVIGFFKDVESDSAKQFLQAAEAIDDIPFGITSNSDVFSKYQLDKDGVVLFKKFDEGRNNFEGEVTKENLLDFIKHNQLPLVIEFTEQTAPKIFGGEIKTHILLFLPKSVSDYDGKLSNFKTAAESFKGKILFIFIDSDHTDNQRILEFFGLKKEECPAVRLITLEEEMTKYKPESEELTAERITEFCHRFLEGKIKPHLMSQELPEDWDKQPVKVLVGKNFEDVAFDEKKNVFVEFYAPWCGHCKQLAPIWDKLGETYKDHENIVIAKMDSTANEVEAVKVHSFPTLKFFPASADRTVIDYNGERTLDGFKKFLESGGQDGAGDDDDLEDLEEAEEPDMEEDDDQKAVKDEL
Numbers without * were called inactive; ? = inconclusive; . = no result given.

1	CCCCC(CC(C)O)c1n[nH]c(=S)n1-c1ccccc1 (centres undefined)
2	CC(NCC(=O)Nc1ccccc1C(=O)NC1CC1)c1ccc(S(C)(=O)=O)cc1 (centres undefined)
3	O=C1CCCc2oc3ccc(O)cc3c21
4	S=C(NNc1ccc2ccccc2c1)NC1CCCCC1
5	CCC(=O)NC(NC(=S)Nc1ccccc1Br)C(Cl)(Cl)Cl (centres undefined)
6	Cc1nc(SCC(=O)NCc2ccc3c(c2)OCO3)nc(C)c1C
Assay by compound	1	2	3	4	5	6
CaV13 FRET inh	-4	-6	.	-7	-3	-6
ABCB6 inh MLPCN	99	95	100	90	85	95
Cardio protect	10	3	3	-4	7	-3
Exocytosis inh	-4	-1	0	0	0	-3
Vif imaging	2	-2	6	0	-7	-3
aDG glyco act	-0.1	0.3	-0.1	-0.1	-0.2	0.0
hiPSC survival	0.7	0.7	5.6	-3.1	-1.3	0.1
HTR2A ag	1	0	1	-5	-2	2
N-glyco inh	2	-1	2	-5	-3	1
PDI inh	2	14	-3	-3	-8	-1

7	COc1ccc(C(=O)Nc2c(N)nc(SCC(=O)Nc3ccc(C(C)=O)cc3)[nH]c2=O)cc1
8	COc1ccc(-c2cc3c(nn2)-c2ccccc2C3=O)cc1
9	CCc1ccc(-c2cc(C)no2)cc1S(=O)(=O)NCCc1ccccc1
10	CC(C(=O)Nc1ccc(Cl)cc1)N(C)Cc1cccs1 (centres undefined)
11	COc1ccc(CN2CN(S(=O)(=O)c3cccs3)c3nc4ccccc4nc32)cc1
12	Cc1ccc2nc3c(nc2c1C)CCCC3
Assay by compound	7	8	9	10	11	12
CaV13 FRET inh	-3	7	-3	-2	-3	-4
ABCB6 inh MLPCN	96	106	98	97	90	93
Cardio protect	1	-25	-8	-8	-2	-3
Exocytosis inh	-1	2	5	9	9	4
Vif imaging	-3	24	2	-9	-2	-4
aDG glyco act	0.0	1.8	-0.2	-0.1	0.2	0.0
hiPSC survival	-0.4	-2.3	-0.2	1.2	-0.3	-0.1
HTR2A ag	1	0	2	-3	-1	4
N-glyco inh	-1	-21	-1	-1	-3	-1
PDI inh	9	5	4	9	-2	4

Record cards (already shown):
Cc1ccc2nc3c(nc2c1C)CCCC3 is listed as CaV13 FRET inh: -4; ABCB6 inh MLPCN: 93; Cardio protect: -3; Exocytosis inh: 4; Vif imaging: -4; aDG glyco act: 0.0; hiPSC survival: -0.1; HTR2A ag: 4; N-glyco inh: -1; PDI inh: 4
CC(C(=O)Nc1ccc(Cl)cc1)N(C)Cc1cccs1 (centres undefined) is listed as CaV13 FRET inh: -2; ABCB6 inh MLPCN: 97; Cardio protect: -8; Exocytosis inh: 9; Vif imaging: -9; aDG glyco act: -0.1; hiPSC survival: 1.2; HTR2A ag: -3; N-glyco inh: -1; PDI inh: 9

Remaining list, next part
13	Cn1cccc1Cc1nnc(SCC(N)=O)n1CCc1ccccc1
14	CCN(Cc1nc(-c2ccccc2)no1)C(=O)c1ccco1
15	N#CCc1nn(-c2ccccc2)c2ncnc(N)c12
16	Cc1ccc(OCc2nnc(SC(C)C(=O)O)n2Cc2ccccc2)cc1 (centres undefined)
17	O=C(CCS(=O)(=O)c1ccc(Br)cc1)N1CCN(c2ccccc2Cl)CC1
18	N#CC1(c2ccccc2)CCC(=O)N1Cc1ccccc1 (centres undefined)
Assay by compound	13	14	15	16	17	18
CaV13 FRET inh	-5	-19	-4	-3	-3	-4
ABCB6 inh MLPCN	107	98	100	102	97	101
Cardio protect	16	-8	-1	-10	-4	-5
Exocytosis inh	-1	-1	-7	-1	2	-4
Vif imaging	14	-5	33	6	.	0
aDG glyco act	0.0	-0.1	0.2	-0.2	0.3	0.0
hiPSC survival	-3.3	0.1	-0.4	0.8	-0.5	-0.4
HTR2A ag	6	12	7	-4	-11	-2
N-glyco inh	3	0	0	2	-3	-3
PDI inh	.	-10	8	1	-3	-4

19	CCOC(=O)c1sc2ncnc(NCC(c3cccs3)N(C)C)c2c1C (centres undefined)
20	Cc1sc(C(=O)Nc2ccc3ccccc3c2)cc1CC(=O)O
21	Cc1ccc(NC(=S)N(CCN(C)C)Cc2cccs2)c(C)c1
22	CCNc1nc(C)nc2c1oc1ccccc12
23	CN(C)S(=O)(=O)c1cc(NC(=O)c2cc(=O)c3ccccc3o2)ccc1Cl
24	C=CCNC(=O)/C(C#N)=C/c1c(N2CCN(c3cccc(Cl)c3)CC2)nc2c(C)cccn2c1=O
Assay by compound	19	20	21	22	23	24
CaV13 FRET inh	-6	5	-8	-5	-2	-15
ABCB6 inh MLPCN	104	106	90	67*	95	88
Cardio protect	-1	-12	-2	6	24	9
Exocytosis inh	2	-1	-1	-1	-1	-7
Vif imaging	-9	10	-6	-10	-5	.
aDG glyco act	0.9	0.1	0.5	0.4	-0.2	0.2
hiPSC survival	1.3	1.0	-0.3	-2.1	-0.6	-0.4
HTR2A ag	-6	2	-5	0	-2	20*
N-glyco inh	-8	-1	1	3	-3	-1
PDI inh	4	-2	-5	-7	1	-2

25	O=C(CNS(=O)(=O)c1ccc(Cl)cc1)NC1CCCCC1
26	C[C@@H]1CN([C@@H](C)CO)S(=O)(=O)c2ccc(Br)cc2O[C@H]1CN(C)C(=O)Nc1ccc(C(F)(F)F)cc1
27	Cc1ccc(-n2nc(-c3ccc(OC(F)(F)F)cc3)cc2N)cc1C
28	CSc1cccc(NC(=O)N2CCc3ccc(NC(=O)c4ccccn4)cc3C2)c1
29	c1ccc(Nc2nc(-c3ccccc3)ns2)cc1
30	COc1ccc(-n2cnc3cc(NS(=O)(=O)c4ccc(C)cc4)ccc32)cc1
Assay by compound	25	26	27	28	29	30
CaV13 FRET inh	-2	-6	-5	-8	-3	.
ABCB6 inh MLPCN	102	100	92	97	82	94
Cardio protect	11	-6	-3	10	-12	-5
Exocytosis inh	-8	0	-4	3	-13	-2
Vif imaging	19	-16	-4	2	6	-9
aDG glyco act	0.1	0.2	-0.2	-0.1	0.3	-0.1
hiPSC survival	-0.8	0.1	-0.9	0.2	0.0	-1.6
HTR2A ag	3	0	-5	-6	8	-1
N-glyco inh	-2	-1	2	-3	-7	-7
PDI inh	-7	-2	7	0	3	7

31	Cn1c(=O)c2cc(S(=O)(=O)N3CCC(c4ccccc4)CC3)ccc2n(C)c1=O
32	O=C(NNS(=O)(=O)c1ccc(F)cc1)c1cccc(O)c1
33	CCS(=O)(=O)c1nc(S(=O)(=O)c2ccc(C)cc2)c(NCCCn2ccnc2)s1
34	CC1CCN(S(=O)(=O)c2nnc(NC(=O)c3ccccc3Br)s2)CC1
35	COCCn1c(C2CCCCC2)nc2sc3ccccc3c(=O)c2c1=O
36	COC(=O)c1ccc(-c2ccco2)n1Cc1nc(-c2ccc(OC)c(OC)c2)oc1C
Assay by compound	31	32	33	34	35	36
CaV13 FRET inh	.	-6	-2	-6	-5	.
ABCB6 inh MLPCN	103	100	95	99	90	93
Cardio protect	-4	5	1	-10	19	-15
Exocytosis inh	9	-5	4	0	2	3
Vif imaging	.	9	5	-4	1	.
aDG glyco act	-0.1	0.7	-0.3	-0.2	-0.2	0.0
hiPSC survival	0.4	1.9	-0.5	-0.3	-0.5	2.0
HTR2A ag	-2	1	-4	4	2	1
N-glyco inh	2	1	0	1	3	-1
PDI inh	-4	3	-3	.	7	13

37	CSC(C(=O)c1cc2ccccc2o1)c1ccccc1 (centres undefined)
38	CCCCN(C(=O)COC(=O)CSc1ccc([N+](=O)[O-])cc1)c1c(N)n(CCC)c(=O)[nH]c1=O
39	Cc1cc(NC(=O)C(C)SCC(=O)N(C)CC(=O)Nc2ccccc2Br)no1 (centres undefined)
40	CCOc1ccc(NC(=O)CCNC(=O)Cn2ccc3ccccc3c2=O)cc1
41	O=C(c1ccc2c(Cl)c3c(nc2c1)CCCC3)N1CCC(N2CCCCC2)CC1
42	CCc1ccccc1NC(=S)N(Cc1cccnc1)Cc1ccco1
Assay by compound	37	38	39	40	41	42
CaV13 FRET inh	-9	-6	-2	.	9	-5
ABCB6 inh MLPCN	101	102	95	97	101	97
Cardio protect	-8	2	-2	2	-7	-1
Exocytosis inh	1	-1	0	?	11	0
Vif imaging	-6	-5	21	?	4	3
aDG glyco act	0.0	-0.2	0.5	0.1	0.8	0.1
hiPSC survival	-1.9	-0.1	-0.5	-0.2	-1.7	0.6
HTR2A ag	7	-8	2	-5	5	-1
N-glyco inh	-5	3	1	0	-6	3
PDI inh	-5	-8	-1	-7	.	4

43	Cc1ccc(N(CC(=O)O)C2SC(=O)NC2=O)cc1 (centres undefined)
44	CCCCn1nnnc1SCC(=O)N1CCOCC1
45	Cc1ccc(-c2noc(CN3CCN(c4ccccc4F)CC3)n2)cc1
46	CCN(CC(=O)Nc1ccccc1OC)C(=O)CC1CCCC1
47	Cc1cc(=S)[nH]c(=S)[nH]1
48	COC(=O)Cn1c(=O)c2c(n(Cc3ccccc3)c1=O)N/C(=C/c1ccc(OC)cc1)C2=O
49	CN(CC(=O)Nc1ccc(F)cc1)C(=O)Cn1cnc2ccc([N+](=O)[O-])cc2c1=O
50	COc1ccc([C@H]2CC(=O)C[C@@H](CCn3cc(Cc4ccccc4)nn3)O2)cc1
51	O=C(COC(=O)CCC(=O)c1ccc(F)cc1)NC1CCCCC1
Assay by compound	43	44	45	46	47	48	49	50	51
CaV13 FRET inh	0	-6	-6	-17	-1	-60	-8	-8	-6
ABCB6 inh MLPCN	89	97	99	95	97	94	93	128	92
Cardio protect	-4	-3	-22	-2	6	-11	-3	.	9
Exocytosis inh	2	-1	1	1	2	2	-9	-2	2
Vif imaging	-7	1	-1	-2	-6	-5	28	.	9
aDG glyco act	0.4	0.1	0.0	0.3	0.1	0.1	-0.1	-0.2	-0.2
hiPSC survival	-0.4	-0.9	-1.1	-0.5	-0.5	-0.1	-3.1	0.0	-0.6
HTR2A ag	7	5	8	-6	-6	2	3	-2	6
N-glyco inh	1	1	-1	1	0	-2	-1	.	1
PDI inh	7	-12	-18	6	2	4	-5	.	-3

Copied from the list:
hiPSC survival with #48 is entered as -0.1
Cardio protect with #43 is entered as -4
HTR2A ag with #45 is entered as 8
